Bioassay records (PubChem)
SV40 large T antigen: TAg ATPase/helicase activity blockers – biochemical (AID 1903); SV40 large T antigen ATPase/helicase inhibition assay; higher % means a stronger effect; 310,000 compounds, 0.39% hits; one-dose inhibition, % at 20 µM; IC50 in µM for titrated hits; in the data active means a potency from the dose series; inconclusive means inhibition mostly from about 32% at the one dose, without a potency; inactive means the rest, 99 in 100 with inhibition below about 32%; further: strong numbers were not always called active
T cell modulator: T cell immune modulators affecting CD8 T cell-vesicle binding | calls only at 7 µM | 330,000 compounds, 0.068% hits | 2C CD8+ T cell-vesicle binding, flow cytometry; active compounds read low | AID 2052;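 active means response, share of CD8 T cells binding vesicles, and their 90th percentile fluorescence all below set limits, cut at about 80% in these data, passing the limit was not always enough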
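Material: 2C TCR transgenic mouse naive CD8+ T cells, MACS-purified. Also added: QL9-charged Drosophila Ld/ICAM-1/B7-1 vesicles. Timing: binding 1.5 h at 37 °C. Measured by: high-throughput flow cytometry with anti-B7-1 and anti-CD8 staining. Read-out: percent CD8+ FL2 mean versus row control. Controls: Unloaded micro-vesicles (low), QL9 vesicles with 0.7% DMSO (high).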
UTI89 phage lysis: inhibition of K1F phage lysis, E. coli UTI89, bacterial capsule biogenesis inhibitors, alamar blue (AID 488966); inhibition, % at 100 µM, or IC50 in µM where a hit was titrated; E. coli UTI89 K1F phage lysis, alamar blue, 2 h; higher % means a stronger effect; 340,000 compounds, 0.02% hits;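 active means phage lysis inhibition, versus mean bacterial control, above a set limit; inconclusive means no clear call, values can overlap the other calls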;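 further: capsule biogenesis inhibitors block K1F phage lysis so surviving cells raise fluorescence; higher fluorescence means more inhibition of phage lysis; actives were called in the ten point dose series up to 300 µM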
NTR1 ag: NTR1-driven beta-arrestin-GFP spot formation – imaging, U2OS cells, high content, primary screen (AID 493036); P30989; agonist mode; activation, % at 20 µM; 330,000 compounds, 0.17% hits;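 active means activation at or above 40% of the spot to cytoplasm intensity ratio, with at least 20 cells analyzed; inconclusive means wells under 20 cells, flagged as cytotoxic or low count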;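 further: 0% = DMSO without peptide and 100% = 100 nM NTR1 peptide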
Target sequence (P30989 whole entry, looked up): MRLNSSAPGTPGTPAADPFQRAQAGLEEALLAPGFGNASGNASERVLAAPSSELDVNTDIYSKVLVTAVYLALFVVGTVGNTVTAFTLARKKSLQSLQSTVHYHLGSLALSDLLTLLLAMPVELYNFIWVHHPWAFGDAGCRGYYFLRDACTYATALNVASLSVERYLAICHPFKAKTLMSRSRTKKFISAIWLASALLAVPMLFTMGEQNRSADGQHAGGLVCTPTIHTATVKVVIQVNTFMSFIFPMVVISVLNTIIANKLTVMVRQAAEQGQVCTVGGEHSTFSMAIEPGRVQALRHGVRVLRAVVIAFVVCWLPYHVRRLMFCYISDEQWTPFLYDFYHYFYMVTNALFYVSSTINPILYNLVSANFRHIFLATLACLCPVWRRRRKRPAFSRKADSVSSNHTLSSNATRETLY
Myeloid diff MLP: promotes myeloid progenitor differentiation; ER-HoxA9 myeloid progenitors, lysozyme-GFP differentiation, flow cytometry; calls only at 10 µM; 360,000 compounds, 1% hits;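 active means normalized GFP-positive differentiation at or above the plate's own cutoff, the solvent-only control mean plus 3 SD; inconclusive means no clear call, values can overlap the other calls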;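 further: cells exposed to compound for four days before flow analysis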
MgcRacGAP inhibition: MgcRacGAP GTPase-activating activity inhibitors, confirmation, biochemical, ADP Hunter fluorescence; MgcRacGAP-stimulated Rac1 GTP hydrolysis, ADP Hunter fluorescence; higher % means a stronger effect; GST-tagged Rac1 F28L mutant substrate; inhibition, % at 30 µM; hits with a dose series show IC50 in µM; 340,000 compounds, 0.6% hits;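 active means first-screen hits whose inhibition reached a set limit at any dose in the follow-up dose series; inconclusive means inhibition above the set first-screen limit but never retested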;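 further: fluorescence reports GDP produced by GAP-driven GTP hydrolysis; strong numbers were not always called active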
RSV CPE inhibition: inhibition of RSV-induced cytopathic effect – HEp-2 cells, primary 10 µM value included (AID 2391) | HEp-2 cells, RSV-induced CPE inhibition; higher % means a stronger effect | one-dose CPE inhibition, % at 10 µM; IC50 in µM for titrated hits | 310,000 compounds, 0.13% hits; in the data active means a potency from the dose series; inconclusive means CPE inhibition mostly from about 23% at the one dose, without a potency; inactive means the rest, 99 in 100 with CPE inhibition below about 21%; further: strong numbers were not always called active
PhoP inhibition: inhibitors of PhoP regulon expression, primary screen, Salmonella Typhimurium, GFP reporter (AID 1863); 300,000 compounds, 0.16% hits; S. Typhimurium PhoP-regulated promoter GFP reporter, 4 h; higher % means a stronger effect; one-dose inhibition, % at 50 µM; IC50 in µM for titrated hits;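 active means inhibition over 29.93%, a cutoff 3 SD above the screen mean, later confirmed by dose response; inconclusive means inhibition over 29.93% but no dose response follow-up; inactive means inhibition at most 29.93% or unconfirmed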;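 further: 0% = low Mg2+ inducing control and 100% = high Mg2+ repressing control; strong numbers were not always called active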
TNAP activation fold: stimulation of alkaline phosphatase TNAP activity – biochemical, luminescent, no phosphate acceptor, uHTS, primary screen (AID 1001); purified TNAP, luminescent activation assay, no phosphate acceptor; higher activation fold means a stronger effect; activation fold at 20 µM; hits with a dose series show EC50 in µM; 200,000 compounds, 0.03% hits; in the data active means activation fold from about 3, or a potency from the dose series; inactive means the rest, 99 in 100 with activation fold below about 1.6; further: many of its hits are not listed in these tables
T cell modulator vesicle-bound %: also measured in T cell modulator; calls as there; double positive events, %; measured here: CD8+ vesicle-bound cell fraction;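 binding gate set so that unloaded-vesicle control wells show 10% double positive cells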
NTR1 ag cell count 20 µM: recorded beside NTR1 ag, whose call it bears; cell count; measured here: cell count, cytotoxicity flag
Myeloid diff MLP GFP+ MAC1+ %: also measured in Myeloid diff MLP; calls as there; GFP+ MAC1+ double positive, %; measured here: differentiation confirmed by MAC1 staining
* hit, by the source's call; i = inactive; ? = inconclusive; nt = no result given; [ ] = another dose, or the depositor's remark.

SMILES	SV40 large T antigen	T cell modulator	T cell modulator vesicle-bound %	UTI89 phage lysis	NTR1 ag	NTR1 ag cell count 20 µM	Myeloid diff MLP	Myeloid diff MLP GFP+ MAC1+ %	MgcRacGAP inhibition	RSV CPE inhibition	PhoP inhibition	TNAP activation fold
CC1CC(C)CN(CC(O)COC2CC(C)CC(C)(C)C2)C1 (stereo not given)	8.0%	i	20.7	-0.8%	2.5	51	i	0.5	6.8%	0.4%	nt	nt
Cc1cc(C(F)(F)F)nn2cnnc12	3.7%	i	19.5	-0.5%	3.4	39	i	0.5	2.6%	4.2%	7.8%	1.2
c1ccc2c(c1)[nH]c1c(N3CCSCC3)ncnc12	3.8%	i	23.6	-1.8%	-0.9	89	i	1.0	8.8%	4.2%	7.6%	nt
O=C(c1ccccc1)C1CN(Cc2ccccc2)CCC1(O)c1ccccc1 (stereo not given)	2.0%	i	40.2	-0.7%	2.7	55	i	0.8	-8.4%	1.3%	14.4%	1.1
CC(=O)Nc1ccc(NC(=O)C2CC(=O)N(c3ccc(Cl)cc3)C2)cc1 (stereo not given)	9.9%	i	13.0	-0.3%[50 µM]	0.1	54	i	1.2	7.2%	2.2%	-2.4%	nt
COC(=O)C(NS(=O)(=O)c1ccccc1Cl)c1ccccc1 (stereo not given)	10.3%	i	38.3	2.0%	1.9	100	i	0.2	3.5%	2.6%	6.9%	1
C(#Cc1ccccc1)C[N+]1(CC#Cc2cccc3ccccc23)CCOCC1	3.6%	nt	nt	0.8%	nt	nt	i	1.0	9.6%	nt	7.9%	1.1
O=C(O)c1ccc2c(c1)OCCCO2	19.6%	i	58.8	1.5%[50 µM]	-0.9	67	i	0.5	-0.2%	-0.9%	5.3%	nt
Cc1ccc(NC(=O)c2sc3ncn(CC(=O)N4CCN(c5ccccn5)CC4)c(=O)c3c2C)cc1F	8.2%	i	24.1	0.3%	1.6	78	i	6.5	6.1%	nt	1.8%	nt
CN(C(=O)CCc1nnc(-c2ccc(-c3ccccc3)cc2)o1)C1CCOCC1	14.9%	i	4.1	-0.4%	0.3	57	i	0.7	-2.6%	10.9%	-5.3%	nt
CC[C@@]1(C(=O)OC)N[C@H](CN(C)S(=O)(=O)c2ccc(-c3ccccc3)cc2)[C@@H]2C(=O)N(C)C(=O)[C@@H]21	nt	i	9.4	-0.1%	1.8	53	i	0.4	-3.4%	nt	nt	nt
CCc1ccc(NC(=O)C/C(C)=N/NC(=O)OCc2ccc(OC)cc2)cc1	19.0%	i	41.4	-0.1%	0.1	59	i	0.6	-1.4%	1.7%	7.1%	1.1
CCN(CC)CCn1c(=S)[nH]c2cc(C(=O)NCc3ccc(C)cc3)ccc2c1=O	10.5%	i	34.3	0.3%	2.5	58	i	1.5	11.0%	2.3%	-9.5%	nt
COc1ccc(NC(=O)c2ccco2)cc1N	36.6%	i	50.2	0.3%	1.8	87	i	1.6	8.5%	-0.4%	6.2%	1
Cc1ccc(N(C(=O)c2ccc3c(c2)OCO3)C2C=CS(=O)(=O)C2)cc1 (stereo not given)	?	i	52.1	0.1%	1.1	59	i	1.2	8.3%	0.2%	-8.0%	1
COc1cccc(NC(=O)C2CCN(S(=O)(=O)c3ccc4c(c3)OCCO4)CC2)c1	11.8%	i	18.0	1.9%	-3.4	85	i	1.2	-3.8%	0.3%	-4.8%	1.3
Brc1ccc(-c2nnc3c4ccccc4nc(N4CCOCC4)n23)cc1	18.4%	i	53.5	-0.4%	13.2	75	i	1.1	-5.6%	3.3%	-7.0%	1.2
Cc1ccc(NCC(=O)N=Nc2c(O)n(C)c3ccccc23)cc1	nt	i	39.4	0.2%	1.7	50	i	0.4	9.5%	0.6%	nt	1
COc1ccccc1/C=N/NC(=O)CNC(=O)c1ccc(S(=O)(=O)N2CCCC2)cc1	7.6%	i	54.5	0.0%	0.3	116	i	0.2	12.8%	-0.4%	2.3%	1.1
Cc1cc(-n2c(C)cc(C(=O)CN3C(=O)NC4(CCCCC4C)C3=O)c2C)no1 (stereo not given)	11.8%	i	33.8	3.3%	1.7	52	i	2.0	-0.9%	1.7%	7.4%	1
COc1ccccc1N1CCN(CCc2n[nH]c(=S)n2-c2ccccc2)CC1	7.1%	i	50.6	6.2%	-2.3	64	i	7.1	15.4%	0.8%	15.1%	1
CC(C)=CCC/C(C)=C/CNC(=O)C[C@H]1C[C@H](C(=O)N(C(C)C)C(C)C)[C@@]2(C)c3[nH]c4cc(CCC(=O)N(C)C)ccc4c3CCN2C1=O	nt	nt	nt	-0.2%	7.6	55	i	0.5	-8.9%	nt	nt	nt
O=C(CCc1nc2sc3c(c2c(=O)[nH]1)CCCC3)Nc1ccccc1Cl	31.9%	i	59.3	1.0%[50 µM]	0.2	55	i	0.9	7.8%	1.9%	3.1%	nt
COc1ccc(OC)c(S(=O)(=O)N2CCN(CC(O)COc3ccccc3)CC2)c1 (stereo not given)	4.0%	i	8.9	0.3%	0.0	50	i	0.7	5.8%	9.3%	-5.3%	nt
Cc1ccccc1C(=O)NC=C1C(=O)OC(C)(C)OC1=O	-1.6%	i	60.5	2.1%	0.1	44	i	0.4	9.0%	-0.9%	1.1%	1
Cc1cc(C)c(S(C)(=O)=O)c(S(=O)c2ccc(Cl)cc2)n1 (stereo not given)	0.3%	i	34.4	0.2%	1.6	52	i	1.0	15.0%	5.2%	-4.0%	1.1
O=C(COc1ccccc1)Nc1nnc(COc2ccccc2)s1	25.0%	i	65.3	0.2%	0.2	70	i	1.3	5.0%	3.5%	-2.6%	nt
Cc1onc(-c2c(Cl)cccc2Cl)c1C(=O)N(C)Cc1ccccc1	0.4%	i	53.5	0.2%	1.0	59	i	0.8	12.4%	1.3%	7.0%	nt
FC(F)Oc1ccc(NC(=S)Nc2ccc3cn[nH]c3c2)cc1	11.7%	i	25.0	1.3%[50 µM]	5.1	59	i	0.2	17.6%	4.5%	1.2%	nt
O=C1c2ccccc2C(=O)N1CCCn1ccnc1	10.1%	i	47.3	2.3%	0.7	45	i	0.1	9.4%	1.1%	-1.5%	nt
COc1ccc(N2C(=O)CC(Cc3ccccc3)C2=O)cc1 (stereo not given)	6.2%	i	28.7	0.1%	-0.5	89	i	0.8	4.1%	1.5%	10.1%	1.1
Cc1ccc(-c2cc(Cc3cccs3)c(=O)[nH]n2)cc1	7.9%	i	30.4	-0.4%	5.0	61	i	1.0	1.7%	2.5%	-5.1%	nt
CC(C)COc1cccc(-c2cc(C(=O)N/N=C/c3ccncc3)c3ccccc3n2)c1	18.1%	i	17.7	0.8%[50 µM]	6.5	60	i	2.3	-3.5%	?	0.1%	nt
COc1cc(/C=N/NC(=O)c2nonc2C)ccc1O	?	i	53.8	1.4%	-1.6	94	i	0.1	28.8µM*	0.5%	4.7%	1.1
O=S(=O)(c1ccccc1)N(Cc1ccccn1)Cc1ccccn1	0.2%	i	27.1	0.5%	0.3	89	i	1.1	3.7%	-0.3%	11.9%	nt
CC1OC23CCCCC2C(C#N)(C(=N)O3)C1(C#N)C#N (stereo not given)	11.1%	i	22.0	0.7%	0.8	87	i	0.8	10.8%	1.8%	-4.3%	1
COc1ccc(N2CCN(C(=O)Cn3cnc4c(cnn4-c4ccccc4)c3=O)CC2)cc1	1.2%	i	37.9	0.4%	5.9	62	i	0.6	2.2%	0.3%	7.7%	1.1
CCn1nc(C)cc1C(=O)Sc1ccc(C)cc1	15.4%	i	18.1	-0.5%	3.9	47	i	0.3	3.2%	0.7%	3.4%	nt
CCCCCCCNC1=CC(=O)CC(c2ccccc2)C1 (stereo not given)	5.4%	i	48.0	0.0%	2.0	76	i	0.5	0.8%	9.5%	3.5%	1.2
Cc1cc(C)cc(-c2nnc(SCC(=O)NCc3cccs3)o2)c1	18.9%	i	14.0	-0.2%	0.5	49	i	0.9	3.7%	0.6%	-6.6%	1.1
CN(C)S(=O)(=O)c1cc(NC(=O)CN2CCc3ccccc32)ccc1Cl	26.4%	i	36.7	-0.2%	-0.8	80	i	0.2	6.1%	0.1%	0.7%	1.1
Cc1cc(NC(=O)c2cnn3cccnc23)n(-c2ccccc2)n1	6.3%	i	3.4	3.0%	0.8	68	i	7.2	-2.6%	-0.7%	-4.8%	1
CSc1ccc(C2N=C(c3ccccc3)NO2)cc1 (stereo not given)	4.4%	i	39.7	0.0%	-0.3	48	i	0.9	7.8%	4.6%	2.6%	nt
COC(=O)[C@@]1(Cc2ccccc2)[C@H]2C(=O)N(C)C(=O)[C@H]2[C@H]2CN=C(SCc3ccc(Cl)cc3)N21	nt	nt	nt	0.3%	10.6	44	i	1.0	9.2%	nt	nt	nt
CCN1/C(=C/C(=S)Nc2ccccc2)Sc2ccccc21	37.3%	i	9.2	1.0%	0.3	42	nt	nt	13.4%	19.0%	-23.7%	nt
O=C1N=C(N2CCN(c3ccccc3)CC2)S/C1=C/c1ccco1	12.4%	i	18.8	-0.6%	0.1	43	i	0.8	1.7%	4.1%	-4.1%	nt
COc1ccccc1CCNC(=O)c1cc(-c2ccccn2)nc2ccc(Br)cc12	-3.5%	i	44.4	nt	1.3	55	nt	nt	nt	-0.2%	4.4%	1
O=C1C2CCCN2C(=S)N1Cc1ccccc1 (stereo not given)	3.3%	i	32.4	0.2%	0.0	59	i	0.8	-2.2%	-1.4%	1.2%	1.2
